PMI act satM6P = human PMI activators, high substrate, primary screen, biochemical, fluorescence intensity, near-saturating mannose 6-phosphate; actives 0.34% (n = 190,000); Mannose-6-phosphate isomerase (Homo sapiens), P34949; activation factor at 20 µM; coupled PMI enzyme assay, resazurin fluorescence, 20 min; active compounds read high; 1 = untreated enzyme, 0 = substrate-free blank;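 active = activation factor of 2 or more at 20 µM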
Target sequence (P34949 whole entry, looked up): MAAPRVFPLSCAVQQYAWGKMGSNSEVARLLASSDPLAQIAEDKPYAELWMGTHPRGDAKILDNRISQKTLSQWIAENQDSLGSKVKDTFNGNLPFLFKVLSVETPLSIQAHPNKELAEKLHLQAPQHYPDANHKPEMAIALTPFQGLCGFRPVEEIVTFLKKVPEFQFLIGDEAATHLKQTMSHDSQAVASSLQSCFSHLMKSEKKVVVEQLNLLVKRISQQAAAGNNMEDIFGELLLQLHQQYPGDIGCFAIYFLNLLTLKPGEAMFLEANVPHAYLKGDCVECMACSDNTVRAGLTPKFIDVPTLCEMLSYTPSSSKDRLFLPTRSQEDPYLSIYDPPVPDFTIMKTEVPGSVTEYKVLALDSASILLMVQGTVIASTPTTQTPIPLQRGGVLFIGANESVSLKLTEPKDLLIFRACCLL
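Material: human phosphomannose isomerase with PGI, G6PDH, diaphorase coupling enzymes / Reagent: Man-6-P substrate 1.0 mM / Dosing: single compound dose of 20 µM, 1% DMSO final / Incubation: enzyme reaction with compound 20 min at room temperature / Signal: resorufin fluorescence (Ex 544/Em 590 nm) from resazurin via diaphorase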
S1P3 antag = S1P3 receptor antagonists, primary screen, cell-based. Sphingosine 1-phosphate receptor 3 (Homo sapiens), Q99500. CHO S1P3 NFAT-BLA reporter, FRET fluorescence, antagonist mode. inhibition, % at 4.98 µM. actives 0.27% (n = 170,000). AID 485, 2006;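 active = inhibition above the plate cutoff, the mean inhibition of test wells on that plate plus 3 SD, cut at about 28% in these data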;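 note: cells challenged with S1P at its EC80 of 0.8 µM; blue over green emission ratio from cleaved BLA substrate after 4 h stimulation; 0% = S1P-stimulated wells and 100% = unstimulated DMSO-only wells; some compounds past the cut are filed as inactive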
Target sequence (Q99500 whole entry, looked up): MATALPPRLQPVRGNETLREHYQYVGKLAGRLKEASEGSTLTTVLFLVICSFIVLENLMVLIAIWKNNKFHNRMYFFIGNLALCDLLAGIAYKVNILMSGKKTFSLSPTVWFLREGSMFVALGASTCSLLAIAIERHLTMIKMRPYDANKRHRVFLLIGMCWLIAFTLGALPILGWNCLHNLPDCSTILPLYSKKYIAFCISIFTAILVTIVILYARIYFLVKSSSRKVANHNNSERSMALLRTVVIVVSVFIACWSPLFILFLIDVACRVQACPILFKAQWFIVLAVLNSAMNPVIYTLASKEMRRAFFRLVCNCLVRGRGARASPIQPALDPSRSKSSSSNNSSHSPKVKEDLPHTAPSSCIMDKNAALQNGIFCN
G6PDH CS = L. mesenteroides G6PDH inhibitors, counter-screen for G6PDH-coupled screening assays, biochemical, Leuconostoc mesenteroides enzyme; glucose-6-phosphate dehydrogenase [Leuconostoc mesenteroides]; Purified L. mesenteroides G6PDH, diaphorase/resazurin coupled fluorescence, 45 min; inhibition, % at 5 µM; actives 0.12% (n = 200,000); AID 1020, 2008
RAM inhibit = inhibitors of the yeast RAM network, primary screen, dse1pr::URA3 reporter, 5-FOA selection. actives 1.8% (n = 190,000). inhibition, % at 50 µM. S. cerevisiae dse1pr::URA3 reporter, 5-FOA growth OD615, 2 d; analog-sensitive cbk1-as2 kinase mutant strain;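 active = inhibition above a set limit, 3 SD over mean compound inhibition, cut at about 8.4% in these data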;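 note: 0% = DMSO-only wells with no growth and 100% = 10 µM 1-NA-PP1 full growth; inhibition rescues growth on 5-FOA so higher OD means more RAM inhibition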
Hsp70 activator = Hsp70 transcriptional activators, primary screen, cell-based, HeLa, Hsp70 promoter luciferase, luminescence, 10 µM | HeLa Hsp70 promoter luciferase reporter; scaled: vehicle 0, proteasome-inhibitor control 100% | activation, % at 10 µM | actives 0.04% (n = 200,000);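 active = activation above the mean across all tested compounds plus 3 SD, cutoff set per campaign, cut at about 5.5% in these data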;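 note: 100% = MG132 at 30 µM as the positive control and 0% = DMSO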
Diaphorase act = compounds boosting diaphorase resazurin reduction – biochemical, uHTS, resorufin fluorescence, counter-screen for diaphorase-coupled primary assays, primary screen; actives 0.005% (n = 190,000); Diaphorase/resazurin coupled assay, 16 min; active compounds read high; 1 = vehicle wells, 0 = NADH-free wells; activation factor at 20 µM;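 active = diaphorase activity raised at least twofold by the compound at 20 µM; inactive = activation factor below 2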
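Material: Clostridium kluyveri diaphorase, purified enzyme; Quantity: enzyme 0.07 U/mL final; Medium: HEPES pH 7.4 buffer with MgCl2 and Tween 20; Dosing: single compound dose of 20 µM, 1% DMSO final; Schedule: 16 min reaction at room temperature; Measured by: red resorufin fluorescence at 544/590 nm excitation/emission.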
L major viab = Leishmania major promastigote growth inhibition, primary screen; inhibition, % at 10 µM; Leishmania major promastigotes, resazurin fluorescence viability; actives 9% (n = 200,000); AID 1063, 2008;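 note: promastigotes grown with compound for 44 hours at 28 °C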
Diaph inh CS = diaphorase inhibitors and chemical oxidizers, primary screen, counter-screen for diaphorase-coupled primary assays, biochemical, uHTS, resorufin fluorescence | diaphorase resazurin-to-resorufin fluorescence, NADH, 16 min; bacterial (C. kluyveri) enzyme, not human | inhibition, % at 20 µM | actives 0.69% (n = 190,000) | AID 1217, 2008;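 active = primary screen inhibition at 20 µM above a set limit, cut at about 50% in these data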;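 note: plate controls were DMSO with full reaction for no effect and wells lacking NADH for full effect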
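System: Diaphorase enzyme from Clostridium kluyveri | Amount: Enzyme working solution with 0.14 U/mL diaphorase | Benchmarks: No-NADH positive control and DMSO neutral control | Signal: Fluorescence of resorufin formed from resazurin, Ex 544/Em 590 nm | Schedule: 16-min room-temperature incubation before reading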
DTT redox prof = compounds producing H2O2 with reducing agent – biochemical, NIH compound library profiling, artefact control for MLSCN library redox annotation, primary screen; DTT-dependent redox cycling H2O2, phenol red/HRP absorbance; 100% = 100 µM peroxide control, 0% = buffer; activation, % at 10 µM; AID 878, 2007; actives 0.03% (n = 200,000);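 active = activation of at least 50% relative to the plate's high and low controls in the primary single-dose screen; inactive = activation below 50%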;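 note: compound incubated with DTT at 0.8 mM final as the reducing agent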
PMI act = activators of human PMI, primary screen, biochemical, fluorescence intensity, near-Km mannose 6-phosphate. Mannose-6-phosphate isomerase (Homo sapiens), P34949. purified human PMI, coupled resazurin fluorescence, 20 min; active compounds read high; 1 = vehicle control, 0 substrate-free wells. activation factor at 20 µM. actives 0.005% (n = 190,000). AID 1214, 2008;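 active = activation factor of 2 or more at 20 µM, relative to plate controls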
TLR4-MyD88 BLA = inhibitors of TLR4-MyD88 association in cells, primary screen, cell-based, HeLa CL3-4, BLA complementation, FRET ratio. Toll-like receptor 4 (Homo sapiens) + Myeloid differentiation primary response protein …. actives 0.18% (n = 200,000). AID 861, 2007. HeLa CL3-4 TLR4/MyD88 BLA complementation. inhibition, % at 8.4 µM; in the data active = inhibition above about 25%;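 note: 0% = vehicle and 100% = reference inhibitor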
An asterisk follows results filed as active; . = no result given. Cut-off read from the data, not from the text of the source, unless noted: active = inhibition above about 50%; inactive = the rest.

Each structure is followed by: PMI act satM6P	S1P3 antag	G6PDH CS	RAM inhibit	Hsp70 activator	Diaphorase act	L major viab	Diaph inh CS	DTT redox prof	PMI act	TLR4-MyD88 BLA
CC1(NC(=O)COc2ccccc2-c2ccccc2)CCS(=O)(=O)C1 (stereo unspecified)
 : 0.9	.	-4.6	1.6	-0.3	0.9	-3.4	6.9	0.1	1	2.4
CC(C)c1ccc(NC(=S)NCCc2c[nH]c3ccccc23)cc1
 : 0.8	3.0	-3.6	5.3	-0.5	0.7	43.1	28.9	0.1	0.9	-0.3
O=C1Nc2ccccc2N(O)N1c1cc(-c2ccccc2Cl)no1
 : 1.2	.	6.7	3.5	-0.4	1	-3.0	-1.8	0.7	1.2	-7.6
CC(=O)N(C)C1=C(O)c2ccccc2C(=O)C1=O
 : 0.8	.	4.5	-0.4	-0.2	0.9	0.4	13.5	-4.1	1.1	0.5
CCn1cc(/C=N\NC(=O)c2ccc3c(c2)c(C)c(C)n3Cc2ccccc2)c(C)n1
 : 0.9	.	-5.2	0.9	-0.2	0.8	13.4	18.2	0.2	0.9	-6.8
O=C(Nc1cccc2nsnc12)c1cccnc1
 : 0.6	4.0	8.3	0.7	-0.3	0.8	78.2*	17.6	0.2	0.7	1.5
Cc1cccc(OCc2n[nH]c(=S)n2C2CCCCC2)c1
 : 0.9	.	-1.7	1.5	-0.1	0.7	-0.8	29.2	-1.6	0.8	8.4
CCCC(NC(=O)c1ccccc1)c1nc2ccccc2n1Cc1ccc(C(=O)OC)o1 (stereo unspecified)
 : 0.9	1.9	3.9	5.7	-0.3	0.8	-2.0	16.3	1.4	0.8	-0.2
CCOC(=O)C1(CCc2ccccc2)CCN(C(=O)Cc2nonc2C)CC1
 : 1	-2.0	7.7	1.9	-0.1	0.8	-1.4	16.9	-0.1	1	-2.5
NC(=S)NNC(=O)c1cccc(Br)c1
 : 1	-8.9	15.0	1.7	-0.1	1	-9.1	-3.1	-0.7	1	-13.8

Whole records, quoted from the list.
Profile of CCCC(NC(=O)c1ccccc1)c1nc2ccccc2n1Cc1ccc(C(=O)OC)o1 (stereo unspecified) = PMI act satM6P: 0.9; S1P3 antag: 1.9; G6PDH CS: 3.9; RAM inhibit: 5.7; Hsp70 activator: -0.3; Diaphorase act: 0.8; L major viab: -2.0; Diaph inh CS: 16.3; DTT redox prof: 1.4; PMI act: 0.8; TLR4-MyD88 BLA: -0.2
Profile of CCOC(=O)C1(CCc2ccccc2)CCN(C(=O)Cc2nonc2C)CC1 = PMI act satM6P: 1; S1P3 antag: -2.0; G6PDH CS: 7.7; RAM inhibit: 1.9; Hsp70 activator: -0.1; Diaphorase act: 0.8; L major viab: -1.4; Diaph inh CS: 16.9; DTT redox prof: -0.1; PMI act: 1; TLR4-MyD88 BLA: -2.5

Following part
Each structure is followed by: PMI act satM6P	S1P3 antag	G6PDH CS	RAM inhibit	Hsp70 activator	Diaphorase act	L major viab	Diaph inh CS	DTT redox prof	PMI act	TLR4-MyD88 BLA
Cc1ccc(NC2c3ncccc3C(=O)N2Cc2ccc(F)cc2)cc1 (stereo unspecified)
 : 0.9	-12.9	7.7	1.4	-0.4	0.8	1.8	15.9	-0.2	1	0.7
O=c1c2oc3ccccc3c2[nH]c(=S)n1-c1ccccc1
 : 0.8	8.8	-35.1	4.0	-0.2	0.3	-1.9	66.5*	0.2	0.9	-6.8
CCCNC(=S)Nc1ccc(S(N)(=O)=O)cc1
 : 0.9	-2.2	4.2	0.3	0.0	0.8	0.2	22.5	-1.5	0.9	11.9
O=C(NC1CCCCC1)C1CCN(S(=O)(=O)c2cccc3cccnc23)CC1
 : 1	-14.8	0.2	1.9	0.1	0.9	-6.8	12.7	-0.7	1	-3.1
Cc1ccc2nc(NC(=O)c3ccccn3)sc2c1
 : 0.7	-14.3	13.7	3.1	-0.5	0.9	98.1*	5.4	0.9	1	-1.7
CN(CC(=O)Nn1cnnc1)S(=O)(=O)c1cc(Cl)ccc1Cl
 : 1	7.1	17.6	-0.7	-0.3	1	-5.1	3.4	-0.1	0.9	-3.6
O=C(CSc1ccccn1)Nc1ccc(NC(=O)CSc2ccccn2)cc1
 : 1.1	10.5	12.5	6.1	0.3	0.9	-6.1	6.3	-0.5	1.1	-3.1
COc1cc(C(=O)NC2CCN(Cc3nnnn3Cc3ccc(F)cc3)CC2)cc(OC)c1OC
 : 1.1	-9.1	15.0	-0.6	-0.3	1.2	6.3	-17.3	-0.4	1	0.5
Cc1ccc(Sc2cnc(N)nc2C)cc1
 : 1	-8.5	1.2	2.5	-0.1	0.9	0.4	7.4	-1.0	1	-14.2
Nc1nc2c(nc(SCc3ccccc3Br)n2C2OC(CO)C(O)C2O)c(=O)[nH]1 (stereo unspecified)
 : 1.1	-13.5	15.3	2.0	-0.2	1.1	-2.6	-10.1	-0.6	1.1	8.0
CCOC(=O)c1c(C)[nH]c(-c2csc(N)n2)c1C
 : 2*	9.5	-2.7	1.7	-0.1	0.9	3.9	11.3	0.0	1.5	-1.7
COc1cccc(/C=C/C(=O)OCC(=O)Nc2ccc(Cl)cn2)c1
 : 1	-12.0	2.4	4.3	-0.3	0.9	6.6	8.8	-1.2	1	-38.0
O=c1c2cccnc2n(-c2ccccc2)n1Cc1c(Cl)cccc1Cl
 : 1	-15.4	-0.9	6.6	0.0	0.9	1.9	11.8	0.3	1.1	11.3
O=C(Nc1ccc(Cl)cc1)Nc1nnc(CSCc2ccccc2Cl)s1
 : 1	-3.5	12.2	4.4	-0.4	0.9	-5.1	11.5	1.4	0.9	13.7
O=c1c2ccccc2nc2n1CC/C2=C\c1ccccc1[N+](=O)[O-]
 : 0.9	.	-2.1	1.6	0.3	0.8	0.6	22.6	-3.4	1	13.7
C=CCNC(=O)/C(C#N)=C/c1c(C)nn(-c2ccc(Cl)cc2)c1Cl
 : 1	-19.5	-10.7	5.3	0.0	0.9	88.6*	13.3	0.8	0.9	3.0
O=C(O)C(Cc1c[nH]c2ccccc12)NS(=O)(=O)c1cccc2nsnc12 (stereo unspecified)
 : 0.9	-5.4	2.5	1.9	-0.5	0.9	-2.1	6.8	0.5	1.1	9.2
O=C(O)c1ccc(N/N=C/c2ccc(-c3ccccc3)cc2)cc1
 : 2.4*	-16.8	-5.4	5.8	0.1	0.7	6.1	33.0	0.2	1.6	-28.1
O=C(O)C(Cc1c[nH]c2ccccc12)NS(=O)(=O)c1ccc2ccccc2c1 (stereo unspecified)
 : 0.9	-6.2	2.7	0.5	-0.5	0.8	-0.2	16.2	-0.1	1	2.7
CCCCn1c(=O)c(-[n+]2ccccc2)c([O-])c2ccccc21
 : 0.7	.	8.9	0.9	-0.6	0.6	-7.6	38.7	-0.1	0.6	10.8
C=CCNC(=S)/N=c1/scc(C)n1C
 : 1	-7.2	1.9	0.8	-0.5	0.8	-7.0	23.1	1.0	1	-8.4
COC(=O)C(NNc1ccccc1)(NC(=O)c1cccc(F)c1)C(F)(F)F (stereo unspecified)
 : 2.2*	.	11.8	0.7	-0.1	1	5.8	0.6	1.7	1.7	-2.8
CCOC(=O)C1C(=O)C=C(c2ccc(NS(C)(=O)=O)cc2)CC1c1ccco1 (stereo unspecified)
 : 1	.	14.4	-0.7	-0.2	1	-0.9	2.3	0.8	1	-4.3
CCCCOCCCNC(=O)c1ccc(OCC)cc1
 : 1	.	8.4	1.5	-0.2	0.9	-7.0	11.9	-0.1	1.1	-4.4
CCCn1c(C)cc(/C=C(\C#N)C(=O)OCC(=O)NC(=O)NC(C)(C)C)c1C
 : 1	.	-3.2	2.2	0.0	1	-4.4	-4.0	0.1	1	6.4
CC(C)c1ccc(N(C(=O)c2csnn2)C(C(=O)NC(C)(C)C)c2ccncc2)cc1 (stereo unspecified)
 : 0.9	.	6.5	0.3	0.1	0.9	-0.4	10.0	-4.5	1	6.8
O=c1c2ccccc2nc(SCc2cn3ccsc3n2)n1-c1ccccc1F
 : 0.9	39.9	8.1	1.2	-0.3	0.8	13.2	16.1	1.8	0.9	-4.9
COc1ccc(NC(=O)CC2C(=O)N(c3ccccc3)C(=O)N2Cc2ccco2)cc1 (stereo unspecified)
 : 1	1.3	-1.3	0.7	-0.1	0.9	-5.7	11.5	-0.1	1.1	-2.8
CCOc1ccc2ccccc2c1/C=N/NC(=O)CC1(C)OCCCO1
 : 1	0.3	0.0	-0.2	-0.2	1	-6.8	4.3	-0.1	1	7.5
CN1CCCN(c2ncnc3scc(-c4ccc(F)cc4)c23)CC1
 : 1.1	3.7	3.2	1.2	-0.2	0.9	-6.0	13.7	0.3	1	-1.2
COc1cc(C(=O)NCc2ccccn2)ccc1OCc1c(C)noc1C
 : 1	.	8.4	0.1	-0.1	1	-2.2	-1.6	0.1	1.1	-10.4
CCOC(=O)c1c(NC(=O)CN(CC)CC)sc2c1CCC2
 : 1	-1.0	0.6	-0.1	0.1	0.8	6.9	15.0	-0.6	1	-6.3
CSc1cccc(NC(=O)Cc2ccccc2[N+](=O)[O-])c1
 : 1	-3.2	4.6	3.1	-0.2	0.9	6.6	11.9	0.1	0.9	11.7
O=C(CNCCc1ccccc1)N1CCc2ccccc2C1
 : 0.9	5.1	4.9	2.5	0.1	1	-2.5	4.5	-0.5	1.1	-14.7
Cc1ccc2nc(N(CCCN(C)C)C(=O)c3sc4ccccc4c3Cl)sc2c1
 : 1	-9.1	-81.5	0.0	-0.5	1.1	56.0*	-8.7	0.3	1	2.8
CC(=O)c1cccc(NC(=O)CN(c2ccc(C)cc2)S(=O)(=O)c2cccc3nonc23)c1
 : 0.9	-7.5	2.5	4.6	-0.2	0.9	15.8	14.7	1.8	0.9	-0.4

Compounds as they come; 12% or so of the library scored in one or more.
